# Compound activity from PubChem.
# CIT2-GFP yeast: yeast TOR pathway CIT2-GFP modulation; S. cerevisiae CIT2-GFP strain, flow cytometry, 3 h; 100 means same as DMSO wells; 320,000 compounds, 0.065% hits; GFP response vs DMSO, % at 10 µM;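 active means GFP response relative to DMSO above a set limit, near the screen mean plus 3 SD, cut at about 150% in these data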;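 further: ratio of well median GFP fluorescence to mean of DMSO wells on the plate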
# VLA-4 inh: inhibition in a human VLA-4 binding assay; P13612; VLA-4 expressing cells, ligand binding flow cytometry; inhibition, % (about 7 µM as worked out from the volumes in the protocol); 330,000 compounds, 0.2% hits; in the data active means inhibition above about 50%
# Target sequence (P13612 whole entry, looked up): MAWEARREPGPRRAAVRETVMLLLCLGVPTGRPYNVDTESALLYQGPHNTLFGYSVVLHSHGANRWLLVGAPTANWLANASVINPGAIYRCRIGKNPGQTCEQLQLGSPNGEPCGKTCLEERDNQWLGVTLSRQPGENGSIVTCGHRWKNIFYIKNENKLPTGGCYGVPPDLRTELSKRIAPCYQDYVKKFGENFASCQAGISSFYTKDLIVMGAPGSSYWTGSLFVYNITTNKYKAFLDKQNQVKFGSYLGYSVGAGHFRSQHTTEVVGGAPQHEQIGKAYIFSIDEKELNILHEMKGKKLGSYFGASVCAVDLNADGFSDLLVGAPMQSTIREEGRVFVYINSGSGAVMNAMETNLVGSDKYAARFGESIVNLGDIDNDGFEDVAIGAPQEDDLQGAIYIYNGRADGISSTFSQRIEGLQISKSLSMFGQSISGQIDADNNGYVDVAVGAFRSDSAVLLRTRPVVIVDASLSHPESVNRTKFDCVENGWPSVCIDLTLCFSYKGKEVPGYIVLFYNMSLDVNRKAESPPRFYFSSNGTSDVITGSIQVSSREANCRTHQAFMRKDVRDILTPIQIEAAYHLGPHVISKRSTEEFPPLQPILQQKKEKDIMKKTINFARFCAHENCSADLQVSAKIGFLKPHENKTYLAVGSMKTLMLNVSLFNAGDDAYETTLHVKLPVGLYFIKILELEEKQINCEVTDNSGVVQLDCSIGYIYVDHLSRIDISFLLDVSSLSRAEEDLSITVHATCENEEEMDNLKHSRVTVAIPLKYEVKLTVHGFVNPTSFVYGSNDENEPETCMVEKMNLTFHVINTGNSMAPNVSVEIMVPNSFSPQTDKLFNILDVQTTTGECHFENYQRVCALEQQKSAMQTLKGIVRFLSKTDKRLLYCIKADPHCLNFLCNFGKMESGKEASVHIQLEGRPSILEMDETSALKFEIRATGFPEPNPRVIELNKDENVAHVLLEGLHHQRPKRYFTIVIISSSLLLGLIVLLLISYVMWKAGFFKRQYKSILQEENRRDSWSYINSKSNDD
# Fam108B counter: counter-screen for RBBP9 inhibitors: inhibitors of mouse Fam108B; 300,000 compounds, 0.33% hits; inhibition, % at 9.51 µM; recombinant Fam108B, FP-Rh probe fluorescence polarization;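 active means inhibition above the screen mean inhibition plus 3 SD, computed separately per campaign, cut at about 18% in these data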;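 further: inhibitors lower polarization as less probe binds the enzyme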
# GLD-1 RNA inh: GLD-1-TGE RNA interaction inhibition (C. elegans); Q17339; purified GLD-1 + fluorescein TGE RNA, fluorescence polarization; inhibition, % at 5.96 µM; 320,000 compounds, 0.44% hits;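 active means percent inhibition above a per-plate cutoff, the plate mean of test compounds plus 3 SD, cut at about 30% in these data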;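 further: 0% = DMSO wells with GLD-1 and probe and 100% = wells lacking GLD-1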
# AGP1-GFP MLPCN: alters AGP1-GFP fluorescence in TOR pathway yeast screen. S. cerevisiae AGP1-GFP multiplex flow cytometry, 3 h; GFP as percent of DMSO wells. GFP response vs DMSO, % at 10 µM. 320,000 compounds, 0.02% hits;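 active means GFP response relative to DMSO above a set limit, near screen average plus 3 SD, cut at about 150% in these data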;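 further: median GFP channel fluorescence of the gated AGP1 strain per well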
# GRK2 inh: inhibitors of human GRK2 displacing RNA aptamer | P25098 | bead flow cytometry, FAM-aptamer displacement from GRK2 | inhibition of aptamer binding, % at 10 µM | 330,000 compounds, 0.59% hits | AID 488847;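 active means inhibition of aptamer binding above 40%, roughly 3 SD of noise, on plates passing a quality check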;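 further: median bead fluorescence of bound FAM aptamer so fluorescent compounds give negative values; no value below 0 was filed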
# MEX-5 binding: C. elegans MEX-5 TCR-2 RNA binding activity. Q9XUB2. MEX-5/FITC-TCR2 RNA binding, fluorescence polarization; stronger effect = lower value. activity score (negative = inhibition of binding), % at 10 µM. 300,000 compounds, 0.38% hits;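 active means inhibition past about -25% in most replicates, and total fluorescence under double the plate's negative control median, limit read from the data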;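 further: 0% = DMSO and -100% = 5 µM competing unlabeled TCR2 RNA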
# MCL1 BIM primary: MCL1-BIM-BH3 interaction inhibition (human). 320,000 compounds, 0.68% hits. Q07820. inhibition, % at 10.9 µM. AID 2057. GST-MCL1 / FITC-Bim-BH3 fluorescence polarization;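 active means inhibition above the mean inhibition of all tested compounds plus 3 SD, set per campaign, cut at about 40% in these data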;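 further: 0% = DMSO wells and 100% = unlabeled Bim-BH3 peptide control; higher means more loss of mP so more displacement of Bim peptide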
# BCLXL inh: inhibitors of human Bcl-xL; Q07817; AID 2129; inhibition, % at 10.9 µM; GST-Bcl-xL / FITC-Bim BH3 peptide fluorescence polarization; 320,000 compounds, 0.7% hits;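 active means inhibition above the mean of all tested compounds plus 3 SD, cutoff set per campaign, cut at about 30% in these data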;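 further: 0% = DMSO wells and 100% = unlabeled Bim-BH3 peptide competitor; inhibitors lower millipolarization by displacing the labeled peptide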
# * marks the source's active call; other numbers are inactive results; · = not tested or not shown.
smiles	CIT2-GFP yeast	Fam108B counter	AGP1-GFP MLPCN	BCLXL inh	MCL1 BIM primary	VLA-4 inh	GLD-1 RNA inh	GRK2 inh	MEX-5 binding
Cc1ccc(NC(=O)c2cncc(Br)c2)c([N+](=O)[O-])c1	111.4	-1.3	110.2	-1.0	-4.4	-1.5	-4.4	1.0	-0.9
CCOC(=O)N1CCN(C(=O)c2ccc(S(=O)(=O)NCc3ccco3)cc2)CC1	104.7	-2.9	104.0	-0.6	-3.3	17.2	-10.5	12.0	1.3
COc1cc2c(cc1OC)CN(C(=O)Cc1c(F)cccc1Cl)CC2	108.6	2.8	102.1	0.6	-1.5	-11.7	4.4	1.0	-2.2
Cc1ccc(S(=O)(=O)NC2=C(N3CCN(c4ccccc4F)CC3)C(=O)c3ccccc3C2=O)cc1	89.7	7.8	97.1	20.0	14.9	5.8	19.3	0.0	-3.6
O=C(Nc1ccccc1C(=O)NC(Cc1ccccc1)C(=O)NC1CCCCCC1)c1ccccc1 (centres undefined)	102.7	-14.6	104.9	0.7	-0.7	2.9	5.8	0.0	·
COc1ccc(-c2c(-c3cc(OC)cc(OC)c3)n(C)c3ccc(-c4ccc(S(N)(=O)=O)cc4)cc23)cc1	98.2	·	96.6	1.5	-0.1	14.3	-5.9	0.0	·
Cc1ccc2nc3c(c(C(=O)OCC(=O)NC4CCS(=O)(=O)C4)c2c1)CCCC3 (centres undefined)	103.4	-1.9	100.9	-0.1	0.2	8.7	-1.0	0.0	1.3
COc1ccc(Cl)cc1NC(=O)C(C)N1CCN(c2ccccn2)CC1 (centres undefined)	100.3	2.6	101.5	-3.1	-4.7	2.9	4.1	0.0	2.6
CC(C)[C@H](NC(=O)c1ccc(Cl)c([N+](=O)[O-])c1)C(=O)O	103.5	-0.6	106.1	4.6	5.5	3.1	-0.5	2.0	2.1
COc1ccc(OC)c(NC(=O)Cn2nc(C)c3ccccc3c2=O)c1	98.2	5.6	98.4	2.8	1.9	-3.2	10.6	0.0	2.4
COCCCNC(=O)c1ccc(NS(C)(=O)=O)cc1	108.4	1.2	106.8	3.0	9.9	1.5	2.8	0.0	-2.3
Cc1oc2ccc(O)c(CN3CCOCC3)c2c1C(C)O (centres undefined)	112.6	1.7	98.2	2.4	17.4	8.0	1.2	0.0	-0.1
COc1cc(NS(=O)(=O)c2ccc(NC(=S)NC(C)=O)cc2)nc(OC)n1	94.3	-3.1	106.3	4.5	4.6	21.4	4.6	·	-0.7
COc1ccc(Cn2c(-c3ccccc3C)nc3c(c(=O)c4ccccc4n3C)c2=O)cc1	102.7	1.8	110.2	5.7	-0.3	0.7	-1.1	0.0	-0.3
CC(NC(=O)C(=O)N/N=C/c1ccccc1)c1ccccc1 (centres undefined)	97.9	2.2	101.4	2.1	1.8	24.9	-2.3	3.0	1.3

# Just AGP1-GFP MLPCN, Fam108B counter and CIT2-GFP yeast, for two of the compounds above:
SMILES | AGP1-GFP MLPCN | Fam108B counter | CIT2-GFP yeast
CC(C)[C@H](NC(=O)c1ccc(Cl)c([N+](=O)[O-])c1)C(=O)O | 106.1 | -0.6 | 103.5
COc1cc(NS(=O)(=O)c2ccc(NC(=S)NC(C)=O)cc2)nc(OC)n1 | 106.3 | -3.1 | 94.3

# Next records.
smiles	CIT2-GFP yeast	Fam108B counter	AGP1-GFP MLPCN	BCLXL inh	MCL1 BIM primary	VLA-4 inh	GLD-1 RNA inh	GRK2 inh	MEX-5 binding
Cc1occc1C(=O)N1CCN(C(c2ccccc2)c2ccccc2)CC1	80.8	2.5	96.6	7.8	7.8	9.1	-2.1	3.0	-3.0
O=c1cc(-c2ccccc2)c2cc3c(cc2[nH]1)OCCO3	97.4	-0.3	93.8	4.2	-1.1	1.1	5.6	3.0	-1.4
c1ccc(N2CC3CCc4ccccc4C3=N2)cc1 (centres undefined)	91.0	2.3	100.4	-0.6	-7.9	3.0	8.5	13.0	0.1
Cc1c(C(=O)N2CCN(c3ccc(C(F)(F)F)cn3)CC2)oc2ccccc12	97.2	-0.9	103.8	4.5	1.9	-1.9	-1.6	0.0	1.8
COc1ccc(OC)c(N2Cc3cc(C)c(C)cc3C2)c1	98.1	-1.9	96.7	5.0	2.3	4.3	4.1	3.0	-1.6
CCOC(=O)CN1C(=O)C2(OCCCO2)c2cc(Br)ccc21	102.7	2.6	102.0	4.2	16.1	-1.8	-1.7	2.0	1.9
O=C(NCCCN1CCOCC1)c1cn(-c2ccccc2)nc1-c1cccs1	97.7	2.5	110.0	9.1	-2.2	8.2	-3.9	1.0	-1.9
CCn1c(SC(C)C(=O)NC2CCCC2)nc2cc(S(N)(=O)=O)ccc21 (centres undefined)	96.1	·	94.2	-11.9	-9.4	23.7	0.1	0.0	·
O=C(N[C@H]1CCC(=O)N([C@H](CSc2ccccc2)Cc2ccccc2)CC1)OCc1ccccc1	105.1	-0.4	113.5	3.8	2.1	15.7	-1.5	2.0	-0.1
CC(=O)Nc1ccccc1NS(=O)(=O)c1cccc([N+](=O)[O-])c1	105.7	0.4	101.1	-2.7	-10.2	22.0	-4.2	0.0	1.4
COc1ccc(CN2CC[C@H]3C=CC[C@@H](C(=O)Nc4ccc(Cl)c(C(F)(F)F)c4)[C@H]3C2=O)cc1OC	·	-21.4	·	5.9	1.7	·	4.7	·	1.1
CC1(C)CC(c2nc(-c3ccc(Br)cc3)cs2)CCS1 (centres undefined)	102.0	-3.9	111.4	1.1	6.5	-6.4	-4.2	0.0	0.6
O=C(NCCCCNC(=O)c1ccco1)c1ccco1	92.1	-2.4	101.1	9.2	8.4	6.8	3.4	0.0	0.6
O=C(NCc1ccncc1)Nc1ccccc1F	91.3	-0.4	91.0	2.6	1.6	2.3	3.0	5.0	-2.4
Nc1ccc(S(=O)(=O)NC(Cc2ccccc2)C(=O)O)cc1 (centres undefined)	108.7	-5.0	109.2	0.2	-0.1	16.0	2.8	2.0	-4.8
CCn1cc(C(=O)NCc2cccnc2)c2cc(OC)c(OC)cc2c1=O	110.0	1.6	103.0	10.2	13.0	2.2	-0.1	0.0	-0.8
O=C(CCS(=O)(=O)c1cccc2nonc12)N1CCCc2ccccc21	99.3	-0.8	98.1	9.2	6.9	-1.9	3.9	0.0	3.7
Cc1ccc(C(=O)CN2C(=O)NC3(CCCCC3C)C2=O)s1 (centres undefined)	101.8	·	103.5	-5.8	-5.4	0.0	-0.2	0.0	·
CCCCNc1nnc(CCn2nc(C)c(Br)c2C)s1	102.8	2.1	97.7	-3.7	-13.1	1.2	-1.4	5.0	1.3
C=CCC(NCc1ccco1)c1ccc(OC)cc1 (centres undefined)	101.5	-5.2	97.1	5.6	2.3	10.9	1.4	0.0	0.2
Cc1c(NC2=NC3(CCCCC3)Cc3ccccc32)c(=O)n(C)n1-c1ccccc1	·	7.7	98.4	4.6	5.2	-0.8	5.3	0.0	-1.7
CCc1ccc(-c2nc(CSCC(=O)N3CCN(c4ncccn4)CC3)c(C)o2)cc1	87.8	5.1	99.0	6.6	5.8	-3.6	-3.1	1.0	-0.8
Cn1c(N)c(C(=O)COC(=O)Cc2ccc(Cl)c(Cl)c2)c(=O)n(C)c1=O	103.0	·	93.8	·	·	1.8	1.6	0.0	·
C=CCn1c(-c2cccn(Cc3ccc(Cl)cc3)c2=O)n[nH]c1=S	109.5	0.3	106.8	-8.2	-8.0	4.6	-0.4	2.0	-1.0
Cc1csc(NC(=O)CCn2c(=O)sc3ccccc32)n1	98.9	1.9	106.9	0.5	0.2	-4.3	2.8	2.0	1.1
CCN(CC)CCNC(=O)Cn1nc(Cc2ccccc2)c2ccccc2c1=O	110.5	1.4	108.1	4.7	0.9	-1.5	0.1	2.0	-2.5
COCCN(C(=O)c1ccc(C#N)cc1)c1c(N)n(Cc2ccccc2)c(=O)[nH]c1=O	99.5	·	96.1	3.7	7.0	2.7	1.7	1.0	·
CC(Oc1ccc2c3c(c(=O)oc2c1)CCCC3)C(=O)NCc1cccnc1 (centres undefined)	106.7	-0.8	101.5	2.9	-3.6	2.2	2.9	4.0	-1.6
COc1cc(-c2cc(=O)c3c(O)c(OC)c(OC)c(OC)c3o2)cc(OC)c1OC	95.6	0.8	98.2	2.8	8.3	-128.3	0.4	0.0	-0.4
CN(Cc1ccccc1)C(=O)CCNS(=O)(=O)c1ccc2c(c1)oc(=O)n2C	100.4	-1.9	104.0	-5.2	2.8	-1.5	5.4	1.0	2.6
CCCOc1ccc(/C(O)=C2/C(=O)C(=O)N(CCCOC)C2c2cccnc2)cc1 (centres undefined)	108.0	-1.4	110.7	-2.7	-1.4	5.7	6.1	0.0	-1.1
Nc1nc(SCC(=O)Nc2cc(C(F)(F)F)ccc2Cl)[nH]c(=O)c1NC(=O)c1ccco1	111.8	10.0	90.0	5.7	5.9	0.0	5.6	0.0	1.2
Oc1ccc2ccccc2c1CN1CCCC1	104.1	1.0	107.2	-1.4	0.2	4.1	0.6	2.0	-2.8
CCOc1cc(C(=O)N2CCC(CC3CC(c4ccccc4)=NO3)(C(=O)NCc3ccc(OC)cc3)CC2)cc(OCC)c1OCC (centres undefined)	95.2	0.3	104.0	8.5	-4.5	-6.5	2.5	0.0	2.7
CC(=O)c1cc(-c2ccccc2)[nH]c1N1CCOCC1	102.4	-3.2	105.8	17.0	9.5	-29.4	6.4	0.0	-0.3
O=C(Nc1nccs1)c1ccc(COc2ccccc2)o1	105.6	2.1	102.9	4.1	2.8	3.1	0.2	4.0	-3.2
CCN(CC)c1ncnc2c1cnn2C	98.5	-2.7	102.2	0.1	-0.7	11.3	6.6	0.0	0.6
O=S(=O)(c1cccs1)N1CN(Cc2ccccc2)c2nc3ccccc3nc21	94.3	-2.4	91.7	3.6	2.4	-7.9	2.4	0.0	0.5
NNC(=S)NCCc1ccccc1	100.3	2.7	98.2	-1.3	5.3	8.8	-1.2	3.0	-0.4
O=C1CCCN1CCC(=O)N1CCCC(CO)(Cc2ccccc2)C1 (centres undefined)	113.2	6.0	105.3	1.3	3.5	-2.6	-1.0	0.0	1.6
CC(C(=O)NCCCN1CCOCC1)n1cccc1C(=O)c1ccccc1 (centres undefined)	94.5	-1.6	94.0	-1.9	-2.0	7.5	3.8	1.0	-0.8
Cc1cccc(-c2c3c(=O)n(C)c(=O)n(C)c3cn2C2CCCCC2)c1	98.9	1.8	108.1	-3.1	-6.5	16.0	4.0	0.0	2.7
O=C(O)CC(Cc1ccccc1)c1ccc2c(c1)OCO2 (centres undefined)	98.8	4.2	98.9	7.6	2.5	20.8	3.3	1.0	0.7
CC(C)(C)NC(=O)CN(Cc1ccc2c(c1)OCO2)C(=O)CNC(=O)c1cccs1	99.1	2.4	92.9	-4.0	5.3	0.8	2.0	0.0	1.0
COc1ccc(NC(=O)CSc2nc3ccsc3c(=O)n2Cc2ccccn2)c(OC)c1	119.8	-0.2	118.8	2.4	1.1	6.5	1.4	1.0	-0.2
CN(O)C(=O)Nc1ccc([N+](=O)[O-])cc1	100.7	1.4	97.5	-2.8	-5.0	0.6	1.3	0.0	-2.3
COc1ccccc1Nc1nnc(SCC(=O)N2CC(=O)Nc3ccccc32)s1	97.0	-1.6	107.5	-0.9	-8.0	·	3.7	0.0	0.5
